CXCR6 block: CXCR6 receptor inhibitors, primary screen, cell-based, beta-arrestin, luminescence, CHO-K1 PathHunter, 1536-well; C-X-C chemokine receptor type 6 (Homo sapiens), O00574; inhibition, % at 20 µM; hit rate 0.36% among 360,000; AID 602244, 2012; in the data active = inhibition above about 34%, passing the limit was not always enough;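 note: antagonist mode with CXCL16 agonist at 10 nM final; 0% = 10 nM CXCL16 with DMSO and 100% = unstimulated wells without agonist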
UBC13 inh: UBC13 polyubiquitin chain formation inhibitors, primary screen, biochemical, TR-FRET, uHTS; Ubiquitin-conjugating enzyme E2 N (Homo sapiens), P61088; inhibition, % at 20 µM; hit rate 0.47% among 330,000; AID 485273, 2010; in the data active = inhibition above about 45%, passing the limit was not always enough; inconclusive = no clear call, values can overlap the other calls
Target sequence (P61088 whole entry, looked up): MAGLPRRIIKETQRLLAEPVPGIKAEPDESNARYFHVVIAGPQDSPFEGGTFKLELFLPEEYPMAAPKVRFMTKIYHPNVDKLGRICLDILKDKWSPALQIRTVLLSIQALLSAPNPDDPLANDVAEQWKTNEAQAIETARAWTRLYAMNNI
CCR6 antag: CCR6 receptor antagonists, primary screen, cell-based, CHO-K1, luminescence, beta-arrestin, uHTS. C-C chemokine receptor type 6 (Homo sapiens), P51684. CHO-K1 CCR6 PathHunter beta-arrestin, CCL20-stimulated. inhibition, % at 20 µM. hit rate 0.49% among 340,000. AID 493098, 2011;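 active = compounds whose inhibition of the agonist-driven luminescence signal at 20 µM reaches about 50%, limit read from the data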;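 note: cells stimulated with CCL20 at 14 nM final; plate controls were DMSO with CCL20 for no effect and DMSO without agonist for full effect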
Target sequence (P51684 whole entry, looked up): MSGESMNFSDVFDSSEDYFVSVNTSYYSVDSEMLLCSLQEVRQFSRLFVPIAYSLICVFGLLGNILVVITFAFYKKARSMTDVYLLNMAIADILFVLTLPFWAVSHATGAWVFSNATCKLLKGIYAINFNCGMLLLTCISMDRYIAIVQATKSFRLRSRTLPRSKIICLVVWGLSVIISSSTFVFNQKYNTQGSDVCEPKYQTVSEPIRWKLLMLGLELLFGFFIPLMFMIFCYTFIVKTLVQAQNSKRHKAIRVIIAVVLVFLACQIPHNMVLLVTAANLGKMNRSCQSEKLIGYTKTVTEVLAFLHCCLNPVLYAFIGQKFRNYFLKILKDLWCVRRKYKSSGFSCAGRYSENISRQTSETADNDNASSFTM
APJ antagonist: antagonists of human apelin receptor APJ, primary screen, CHO-K1 cells, beta-arrestin complementation, luminescence | inhibition, % at 20 µM | hit rate 0.32% among 330,000;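 active = inhibition above about 40% at 20 µM, limit read from the data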;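 note: cells challenged with 10 nM apelin-13 agonist together with compound; plate controls were apelin-13 plus DMSO wells for no effect and DMSO wells lacking apelin-13 for full effect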
EBI2 block: EBI2 receptor antagonists, beta-arrestin recruitment, primary screen, cell-based, luminescence, 7a,25-OHC stimulation, uHTS. AID 651636, 2012. G-protein coupled receptor 183 (Homo sapiens), P32249. inhibition, % at 5 µM. 7a,25-OHC stimulated. hit rate 0.81% among 360,000; in the data active = inhibition above about 38%;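 note: enzyme fragment complementation signal reports receptor beta-arrestin coupling in cells; 0% = agonist plus DMSO wells and 100% = wells without agonist; some results beyond the cut were filed as inactive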
APJ agonist: agonists of human apelin receptor APJ, primary screen, CHO-K1 cells, PathHunter beta-arrestin, luminescence | activation, % at 20 µM | hit rate 0.11% among 330,000 | P35414 | AID 2520, 2010 | 0% DMSO wells, 100% apelin;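 active = activation more than six SD over the plate average, tested at 20 µM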;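 note: 0% = DMSO alone and 100% = apelin-13 at 10 nM; some results filed as inactive read as strong as hits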
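Incubation: overnight seeding, 90 min compound at 25 °C, 1 h detection; test system: PathHunter CHO-K1 APJ (AGTRL-1) beta-arrestin reporter cells; amount: 1000 cells/well; doses: one dose, 20 µM compound, 1% DMSO; measured by: beta-gal luminescence; measure: agonist-driven arrestin binding to APJ; benchmarks: negative DMSO alone, positive Apelin-13 at 10 nM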
Gli-Sufu antag: Gli-Sufu pathway antagonists, primary screen, luciferase luminescence, Sufu-KO-LIGHT cells, uHTS; AID 588413, 2011; Sufu-KO-LIGHT fibroblasts, Gli luciferase reporter luminescence; inhibition, % at 5 µM; hit rate 0.74% among 340,000;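 active = inhibition above about 55%, limit read from the data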;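 note: 0% = DMSO-treated cells and 100% = wells with medium but no cells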
ATG4B inh: ATG4B protease inhibitors, primary screen, biochemical, fluorescence, uHTS; Cysteine protease ATG4B (Homo sapiens), Q9Y4P1; ATG4B cleavage of LC3-PLA2, NBD-HPC fluorescence, 1 h; inhibition, % at 8.33 µM; hit rate 0.51% among 340,000; AID 504462, 2011; in the data active = inhibition above about 40%
Target sequence (Q9Y4P1 whole entry, looked up): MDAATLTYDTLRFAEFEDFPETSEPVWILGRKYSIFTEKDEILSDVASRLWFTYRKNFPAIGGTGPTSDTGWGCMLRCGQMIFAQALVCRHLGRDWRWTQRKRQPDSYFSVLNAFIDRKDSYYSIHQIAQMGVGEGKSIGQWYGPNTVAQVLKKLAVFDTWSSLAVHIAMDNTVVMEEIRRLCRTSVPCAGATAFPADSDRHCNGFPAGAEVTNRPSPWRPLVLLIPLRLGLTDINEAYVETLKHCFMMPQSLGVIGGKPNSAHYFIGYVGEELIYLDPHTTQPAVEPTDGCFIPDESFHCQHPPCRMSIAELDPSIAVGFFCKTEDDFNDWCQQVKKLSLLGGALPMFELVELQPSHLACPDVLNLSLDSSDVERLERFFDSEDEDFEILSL
Starred values were filed as active, the others as inactive; ? = inconclusive; nt = not tested or not shown.

Below each compound: CXCR6 block, UBC13 inh, CCR6 antag, APJ antagonist, EBI2 block, APJ agonist, Gli-Sufu antag, ATG4B inh
COc1ccccc1NS(=O)(=O)c1cccc(NC(=O)c2nc3nc(C)cc(C)n3n2)c1
    0, 9, 14, 18, 6, -3, -14, -3
Cc1noc(C)c1C(=O)OCC(=O)Nc1ccc(C(N)=O)cc1
    -3, -6, -19, -9, -10, -5, 6, 7
O=C(O)CCC(=O)Nc1ccc(C(=O)OC2CCCCC2)cc1
    -4, -3, 10, 7, -5, -5, -5, 9
CCN(CC)C(=S)NC(=O)c1ccc(OC)c(Br)c1
    3, 4, 15, 1, -7, -1, -10, 0
Cc1cccc(N2CC(C(=O)O)CC2=O)c1 (stereo unspecified)
    7, 5, -2, -5, -2, 0, 4, -10
CC(C)(C)N(Cc1ccccc1)C(=O)COC(=O)c1ccc(Br)o1
    9, 9, 23, -6, -1, -4, -1, -4
O=C(CN1C(=O)CCSc2ccc(S(=O)(=O)N3CCOCC3)cc21)Nc1cccc(F)c1
    0, 4, 4, 2, 10, -1, -9, -13
COc1ccc(CCNCC(=O)Nc2ccc(OC(F)(F)F)cc2)cc1OC
    -6, -7, -5, 20, -8, -2, 31, -7
O=C1NC(=O)C2(CCCCC2C2CCCCC2)N1 (stereo unspecified)
    3, nt, 5, nt, -3, nt, 11, -10
COc1cccc(OC)c1C(=O)OCC(=O)NCc1ccco1
    1, 2, 3, 0, 0, -3, 1, 0

(cont.)
Below each compound: CXCR6 block, UBC13 inh, CCR6 antag, APJ antagonist, EBI2 block, APJ agonist, Gli-Sufu antag, ATG4B inh
CC(C(=O)Nc1ccc2c(c1)OCO2)n1cnc2c1c(=O)n(C)c(=O)n2C (stereo unspecified)
    -2, -9, 2, 3, -7, -5, 10, -49
CS(=O)(=O)NCCCNc1ccc(Cl)cc1[N+](=O)[O-]
    7, -134, 19, 14, -8, -3, 3, -2
COc1ccc(OC)c(NC(=O)CC2C(=O)NCCN2C(=O)c2ccccc2)c1 (stereo unspecified)
    5, 2, 13, 3, -4, 3, 27, -1
Cc1ccc(-c2csc(NC(=O)c3ccc(F)cc3)c2C(=O)O)cc1
    -7, 1, 0, -28, -11, -3, -27, 12
COc1ccc(C(=O)Nc2ccccc2C(=O)NCc2cccnc2)cc1
    -16, 3, -1, 4, 7, 6, 23, 0
Cc1c(C(=O)NCCSCc2ccc(Cl)cc2Cl)cccc1[N+](=O)[O-]
    5, 10, 34, 1, 10, -3, 7, 20
CCOC(=O)CN1NC2(CCC(C)CC2)NC1=S (stereo unspecified)
    5, -3, 0, -15, 4, -4, -5, -7
Cn1c(SCc2cccc(Br)c2)nc2ccccc2c1=O
    18, 3, 16, 7, 0, -6, 31, 4
COC(=O)C(Cc1ccccc1)NC(=O)COc1ccc(C(C)(C)C)cc1 (stereo unspecified)
    -14, -3, -20, 3, -2, 5, 0, 0
CC1(C)C2([N+](=O)[O-])CN3CC1([N+](=O)[O-])CN(C2)C3C(O)C(O)C(O)CO (stereo unspecified)
    -6, 3, 6, -6, 8, -3, 0, -8

Further records:
Below each compound: CXCR6 block, UBC13 inh, CCR6 antag, APJ antagonist, EBI2 block, APJ agonist, Gli-Sufu antag, ATG4B inh
S=C(Nc1ccc2cn[nH]c2c1)Nc1ccccc1Cl
    1, -2, 8, 7, -1, 0, -38, 1
COCCOC(=O)c1c(C)n(C)c2ccc(OC(=O)c3ccccc3OC)cc12
    2, 0, 0, -4, -8, -1, 4, -11
O=C(NCCCN1CCOCC1)c1ccc(Sc2ccccc2Cl)c([N+](=O)[O-])c1
    1, 17, 20, 3, 10, -1, 11, -9
Cc1cc(SCCC(=O)O)nc2ccccc12
    5, 31, 11, 1, -1, -3, 23, -16
CCOC(=O)c1ccccc1NC(=O)N[C@@H](C)C(=O)OC
    -5, 13, -4, -31, -8, -4, 3, -7
O=C(Nc1ccc(S(=O)(=O)Nc2nccs2)cc1)c1ccc(=O)[nH]c1
    -4, -8, 12, 0, -8, -3, -3, -1
Cc1cc(C)c(S(=O)(=O)Nc2ncn[nH]2)cc1C
    -6, 0, -11, -10, -5, 2, -5, -7
C=CCNC(=S)N(CC=C)C1CCS(=O)(=O)C1 (stereo unspecified)
    11, -4, 1, 2, -5, -5, -15, -1
CC1(C(=O)NC2CCCC2)CCC(=O)N1Cc1ccccc1Cl (stereo unspecified)
    -4, -3, -9, -8, -14, -4, 2, -4
CC(=O)N1N=C(c2ccccc2)OC1c1cccnc1 (stereo unspecified)
    -6, -8, 14, -4, -5, -2, -11, 5

The listing continues.
Below each compound: CXCR6 block, UBC13 inh, CCR6 antag, APJ antagonist, EBI2 block, APJ agonist, Gli-Sufu antag, ATG4B inh
COc1ccc(-n2c(=O)c3c(C)c(C)sc3n(Cc3ccc(F)cc3)c2=O)c(OC)c1
    -1, 3, -2, -17, 19, -4, 9, -11
O=S(=O)(NCC(c1ccco1)N1CCN(c2ccccc2F)CC1)c1ccc2c(c1)OCCO2 (stereo unspecified)
    3, 9, 2, -14, 1, 2, 10, 14
COc1ccccc1S(=O)(=O)c1ccccc1[N+](=O)[O-]
    7, -9, 15, 14, 0, 3, 15, -9
COCCNS(=O)(=O)c1ccc(Cl)c(C(=O)NC2CCN(Cc3ccccc3)CC2)c1
    -4, 5, -4, -12, -9, 2, 38, 5
COC(=O)c1ccc(NC(=O)c2ccc(NS(=O)(=O)c3cccc4cccnc34)cc2)cc1
    -4, 5, 10, -13, -5, -3, -4, -1
CC(C)[C@H](NS(=O)(=O)c1cccc(Cl)c1)C(=O)OCC(=O)N1CCN(c2ccccc2)CC1
    12, 8, 18, 6, 7, 0, 3, 32
Cc1nc(Cl)sc1C(=O)O
    6, 5, 0, -8, 5, -3, nt, -5
COc1ccc(CN(C(=O)c2ccc(-c3ccccc3)[nH]2)C(C(=O)NC(C)(C)C)c2ccncc2)cc1 (stereo unspecified)
    3, -2, -6, -3, 7, 2, 3, -12
COc1ccc(N2C(=O)c3ccc(C(=O)Nc4ccc(NC(C)=O)cc4)cc3C2=O)cc1
    2, -19, 14, 21, 4, -4, 11, -1
COc1ccc(C(=O)C2CCCN(C(=O)c3cccc(N(C)C)c3)C2)cc1OC (stereo unspecified)
    4, -6, 11, 3, -5, -2, -21, -2

(cont.)
Below each compound: CXCR6 block, UBC13 inh, CCR6 antag, APJ antagonist, EBI2 block, APJ agonist, Gli-Sufu antag, ATG4B inh
COc1cccc(NC(=O)NNC(=O)CN2C(=O)COc3ccccc32)c1
    6, 3, 21, -9, 8, -1, -27, 4
CCOC(=O)N1CCN(c2cc(C)c([N+](=O)[O-])cc2F)CC1
    -10, -4, 4, 7, -4, 0, 21, 2
CC1CCCC(C)N1C(=O)CSc1nc2ccccc2s1 (stereo unspecified)
    -1, -3, 8, 2, 17, -5, -32, -7
Cc1cc(C)n2nc(C(=O)Nc3cccc(S(=O)(=O)N(C)c4ccccc4)c3)nc2n1
    3, 15, -3, -4, 10, -3, 13, -10
CCOC(=O)N1CC=C2C(C#N)=C(N)C(C#N)(C#N)[C@H](c3cccs3)C2C1 (stereo partly specified)
    20, 1, 28, 27, 21, -8, 11, 3
COCCCNC(=O)CCn1c(=O)c2ccccc2n(CC(=O)Nc2cc(Cl)ccc2C)c1=O
    -7, -6, -4, 6, 7, 0, -2, -7
O=C(c1ccco1)N1CCN(c2ncnc3scc(-c4ccc(F)cc4)c23)CC1
    11, -4, 14, 5, 14, -1, 12, -2
O=C(CN1N=C(c2ccccc2)CCC1=O)NCCN1CCc2ccccc2C1
    -1, 5, 13, -8, -12, -2, 11, -15
Cc1cc2cc3c(cc2nc1SCc1ccc(C(=O)O)cc1)OCCO3
    8, 2, 2, 0, 0, -1, -1, 30
COc1cc(C(=O)Nc2ccc(Cl)c([N+](=O)[O-])c2)cc(OC)c1OC
    0, -5, 17, -12, -2, 1, 20, 10

Additional results follow:
Below each compound: CXCR6 block, UBC13 inh, CCR6 antag, APJ antagonist, EBI2 block, APJ agonist, Gli-Sufu antag, ATG4B inh
COCCCNc1nc2c(c(=O)[nH]c(=O)n2C)n1CC(O)COc1ccccc1 (stereo unspecified)
    -3, -1, -6, -6, -1, -2, -5, 3
Cc1n[nH]c(C)c1S(=O)(=O)N1CCCC(C(=O)N2CCN(c3ccc(Cl)cc3)CC2)C1 (stereo unspecified)
    -2, 0, -9, -17, 5, 6, 18, -20
CCc1ccc2c(c1)cc(CN(C(=S)Nc1ccccc1)C1CC1)c1nnnn12
    1, 0, 10, 0, 17, -2, -8, 1
COC(=O)c1cccc(NC(=O)CSc2nnc(C3CC3)n2C)c1
    7, 4, -4, -26, -2, -2, -38, 5
CCc1noc(C)c1C(=O)OCC(=O)NCc1ccccc1
    8, 12, 4, 2, -6, -2, 3, 1
O=C(COc1ccccc1Br)c1ccc2c(c1)OCO2
    -4, -1, 4, -16, -2, -2, -20, 5
CCCCN1CC(C(=O)NCc2ccc(C)cc2)CC1=O (stereo unspecified)
    -2, 6, 0, -14, 5, -2, -15, 1
CCOC(=O)CC(=O)CSc1nc(-c2ccccc2)cc(-c2ccc(Cl)cc2)c1C#N
    10, ?, 0, -3, 24, -4, 3, -6
COc1ccc(CCNC(=O)C2c3ccccc3C(=O)N2CCC(C)C)cc1OC (stereo unspecified)
    -5, 4, 4, 12, -9, -2, 6, 2
COc1ccc(C(=O)NC(=S)NC(C)C)cc1Br
    4, -13, 11, 6, 11, -1, -13, 3

Next records follow:
Below each compound: CXCR6 block, UBC13 inh, CCR6 antag, APJ antagonist, EBI2 block, APJ agonist, Gli-Sufu antag, ATG4B inh
C=CCn1c(O)c2ccc(C(=O)N=NC(=O)COc3ccccc3F)cc2c1O
    4, 0, 13, 10, -17, 0, -24, 1
Cc1cc(NC(=O)CSc2nc3c([nH]c4ccccc43)c(=O)n2-c2ccccc2F)no1
    30, -10, 43, 25, 11, -11, 58*, -7
O=C(O)CCC(=O)c1ccc2sc3ccccc3c2c1
    -6, nt, 11, nt, 3, nt, -27, 2
COc1ccc(C(CNC(=O)c2cccc(S(=O)(=O)Nc3ccc(F)cc3)c2)N2CCOCC2)cc1 (stereo unspecified)
    -12, nt, 6, nt, 11, nt, 4, -9
O=[N+]([O-])c1cccc2ccc(/C=C/c3ccc(F)cc3)nc12
    9, -22, 24, -15, 16, -1, nt, -2
CCc1ccc(Nc2n[n+](C)c(-c3ccncc3)s2)cc1
    -2, -2, 12, 5, 12, 12, -6, -9

Three structures from above, ordered by molar mass, ascending:
Below each compound: CXCR6 block, UBC13 inh, CCR6 antag, APJ antagonist, EBI2 block, APJ agonist, Gli-Sufu antag, ATG4B inh
O=C(O)CCC(=O)c1ccc2sc3ccccc3c2c1
    -6, nt, 11, nt, 3, nt, -27, 2
Cc1cc(NC(=O)CSc2nc3c([nH]c4ccccc43)c(=O)n2-c2ccccc2F)no1
    30, -10, 43, 25, 11, -11, 58*, -7
COc1ccc(C(CNC(=O)c2cccc(S(=O)(=O)Nc3ccc(F)cc3)c2)N2CCOCC2)cc1 (stereo unspecified)
    -12, nt, 6, nt, 11, nt, 4, -9

Compounds were not picked by outcome. Share with any hit: about 3%.
